Screening results deposited in PubChem BioAssay by Sanford-Burnham Center for Chemical Genomics.
SENP8 block-1: SENP8 (human) protease inhibition. Q96LD8. recombinant SENP8, Nedd8 substrate fluorescence. inhibition, % at 20 µM. 360,000 compounds, 0.64% hits. AID 602440; in the data active = inhibition mostly above about 40%, no sharp cut-off; inactive = mostly below about 27%
UBC13 inh: inhibitors of human UBC13 polyubiquitin chain formation | P61088 | TR-FRET | inhibition, % at 20 µM | 330,000 compounds, 0.47% hits; in the data active = inhibition above about 45%, passing the limit was not always enough
Target sequence (P61088 whole entry, looked up): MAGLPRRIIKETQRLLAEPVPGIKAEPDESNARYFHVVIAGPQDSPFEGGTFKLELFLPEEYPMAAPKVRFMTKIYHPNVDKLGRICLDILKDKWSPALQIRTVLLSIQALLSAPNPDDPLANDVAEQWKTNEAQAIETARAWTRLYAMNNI
SENP6 block: blocks the human protease SENP6; Recombinant SENP6 catalytic domain, aminoluciferin luminescence; inhibition, % at 10 µM; 330,000 compounds, 1.8% hits; AID 2599;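 active = inhibition above about 50% at the single tested dose, limit read from the data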;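 note: plate controls were DMSO wells with enzyme for no effect and DMSO wells lacking enzyme for full effect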
Target sequence (Q9GZR1 628-1112 limits assumed): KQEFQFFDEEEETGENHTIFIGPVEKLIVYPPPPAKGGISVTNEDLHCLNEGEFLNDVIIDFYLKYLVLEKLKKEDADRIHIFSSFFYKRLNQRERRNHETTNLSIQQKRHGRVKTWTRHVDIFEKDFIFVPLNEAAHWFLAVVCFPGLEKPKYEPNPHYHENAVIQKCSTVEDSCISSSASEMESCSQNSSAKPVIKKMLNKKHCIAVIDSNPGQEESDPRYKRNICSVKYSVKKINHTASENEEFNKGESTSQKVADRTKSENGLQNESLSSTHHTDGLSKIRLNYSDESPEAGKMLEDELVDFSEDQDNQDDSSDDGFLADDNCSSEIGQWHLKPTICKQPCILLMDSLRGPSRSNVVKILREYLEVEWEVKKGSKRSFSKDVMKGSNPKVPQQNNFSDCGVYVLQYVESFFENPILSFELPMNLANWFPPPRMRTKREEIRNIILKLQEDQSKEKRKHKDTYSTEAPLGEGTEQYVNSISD
A3G deaminase: APOBEC3G (human) deaminase inhibition; Q9HC16; recombinant A3G, ssDNA deamination FAM/TAMRA fluorescence; inhibition, % at 20 µM; 330,000 compounds, 0.28% hits;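 active = inhibition of at least 40% at 20 µM, with no more than 30% in the related APOBEC3A deaminase screen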;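 note: plate controls were DMSO wells with A3G for no effect and wells lacking A3G enzyme for full effect; some compounds called inactive have numbers as strong as hits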
SENP7 inh: blocks the human protease SENP7. Q9BQF6. recombinant SENP7, Z-RLRGG-aminoluciferin luminescence, 40 min. inhibition, % at 5 µM. 330,000 compounds, 1.5% hits;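 active = inhibition above about 50% at the single test dose, limit read from the data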;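 note: plate controls were DMSO with enzyme for no effect and no enzyme buffer wells for full effect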
SENP8 block-2: SENP8 protease inhibition | inhibition, % at 10 µM | purified SENP8, Z-RLRGG-aminoluciferin cleavage, luminescence | Q96LD8 | AID 2540 | 330,000 compounds, 1.2% hits; in the data active = inhibition above about 50%
SENP1 FRET inh: inhibitors of human SENP1 SUMO protease catalytic domain | AID 624204 | inhibition, % at 10 µM | recombinant SENP1 catalytic domain, CyPet-SUMO1-YPet FRET cleavage | 360,000 compounds, 0.21% hits | Q9P0U3;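 active = inhibition at least 30% at 10 µM, raw YFP signal under a set limit, fluorescence ratio 0.5 to 1.5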;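 note: 0% = enzyme with DMSO and 100% = no enzyme wells; some results filed as inactive read as strong as hits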
Target sequence (Q9P0U3 419-644 limits assumed): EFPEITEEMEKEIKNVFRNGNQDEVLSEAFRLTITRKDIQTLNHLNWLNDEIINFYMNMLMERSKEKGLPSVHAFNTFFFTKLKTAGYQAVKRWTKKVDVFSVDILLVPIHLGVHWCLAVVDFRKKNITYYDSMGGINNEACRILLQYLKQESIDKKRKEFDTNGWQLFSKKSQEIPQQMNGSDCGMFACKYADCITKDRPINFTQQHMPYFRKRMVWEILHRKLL
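Assay system – human recombinant His6-tagged SENP1 catalytic domain enzyme · Input – SENP1 enzyme, 20 pM final · Buffer or medium – Tris pH 8 buffer plus EDTA, NaCl, BME, BSA, NP40, catalase · Schedule – 50 min reaction at room temperature · Technique – FRET read of cyan and yellow fluorescence · Control set – no-enzyme wells low, DMSO-plus-enzyme wells high control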
Apaf-1 inh: inhibitors of human Apaf-1 apoptosome | O14727 | reconstituted apoptosome caspase-3 activity, DEVD-Rh110 fluorescence | inhibition, % at 20 µM | 330,000 compounds, 0.71% hits | AID 489030; active = inhibition of at least 40% at 20 µM;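 note: plate controls were DMSO wells for no effect and DEVD-CHO caspase inhibitor wells for full effect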
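Medium: Hepes buffer, pH 7.5 / System: biochemical Apaf-1 apoptosome reconstitution / Measured by: Rh110 fluorescence, excitation 480 nm, emission 540 nm / Times: compound with Apaf-1, dATP, procaspase-3 30 min, then 50 min reaction, room temperature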
Active calls of the source: *; · = not tested or not shown.

mol	SENP8 block-1	UBC13 inh	SENP6 block	A3G deaminase	SENP7 inh	SENP8 block-2	SENP1 FRET inh	Apaf-1 inh
CCn1c(SCC(=O)NC2CC2)nnc1-c1ccccc1OC	0	-3	0	-2	8	-9	-2	-3
CCN(CC)CCN1C(=O)C(O)=C(C(C)=O)C1c1ccccc1[N+](=O)[O-] (stereo not drawn)	-47	-14	6	0	8	11	-18	-7
Cn1c(SCC(=O)NCc2ccco2)nnc1C1CC1	13	-7	7	-3	-3	17	0	-10
CC(C)=CC(=O)Nc1nnc(-c2cccnc2)s1	-59	0	-6	-2	-13	-11	2	6
Cc1ccccc1CNC(=O)CCCC(=O)n1nc(C)c2ccccc21	14	46*	2	-3	15	-2	0	12
O=C(C1CCN(S(=O)(=O)c2ccc(Cl)cc2)CC1)N1CCC1	12	-2	-13	-2	9	-3	0	-5
CC(=O)N(c1ccc(N(C(C)=O)S(=O)(=O)c2ccccc2)cc1)S(=O)(=O)c1ccccc1	8	-8	-15	2	-9	-7	-1	14
CCOc1cc(/C=C2\SC(N)=NC2=O)ccc1O	-21	-27	13	-9	1	-2	-20	-13
O=C(NC1CCCCC1)C(=S)NCCc1ccccc1	6	7	15	36	6	-3	0	-22
COc1c(Cl)cc(Cl)cc1CNc1ccc(S(N)(=O)=O)cc1	4	-3	-15	-1	0	-6	4	3
CCCOc1ccc(N2C(=O)CC(N(CCc3ccc(OC)cc3)C(=O)/C=C/C(=O)O)C2=O)cc1 (stereo not drawn)	24	0	15	-4	-6	3	1	-6
Cc1ccc(CN2CC(C(=O)Nc3cccc(C)n3)CC2=O)cc1 (stereo not drawn)	9	-1	-26	-2	-6	-6	0	2
CCC(OC(C)=O)c1cc2c(cc1[N+](=O)[O-])OCCO2 (stereo not drawn)	8	4	-1	-2	6	8	1	-11
CC1=C(C(=O)OC2CCCC2)C(c2ccc(C)o2)C2=C(CC(c3cccs3)CC2=O)N1 (stereo not drawn)	-228	9	-2	-6	5	-7	-15	12
Cc1ccccc1OCC(=O)Nc1cc(S(=O)(=O)N2CCCCC2)ccc1N1CCN(C)CC1	7	6	7	-5	0	-1	1	13
CCC(C(=O)NC1CCCC1)N(Cc1ccccc1Cl)C(=O)c1snc(C(N)=O)c1N (stereo not drawn)	-334	16	4	0	-3	-10	-20	8
CC(C)C[C@@H]1NC(=O)[C@H](C(C)C)NC(=O)c2cc([N+](=O)[O-])cc(I)c2NCC[C@@H](C(N)=O)NC1=O	·	-8	8	-6	3	3	·	4
Cc1nc2ccc(S(=O)(=O)N(C)CC(=O)Nc3ccccc3F)cc2s1	6	4	-10	-6	0	-4	1	-7
COc1ccc(-n2c(C)cc(C(=O)CN3CCCCC3)c2C)cc1	20	-11	10	-5	-4	-4	0	0
CCCSc1nc2c(=O)[nH][nH]c(=O)c2n1Cc1ccccc1	16	-7	8	-7	-2	-2	1	1
COc1cccc(CN(Cc2ccco2)S(=O)(=O)c2ccc(S(=O)(=O)NCc3ccccc3)cc2)c1OC	22	2	11	-5	2	1	1	5
O=S(=O)(NCCCc1ccccc1)c1ccc(Br)cc1	18	11	1	-6	6	1	0	-5
CCOc1ccc(-n2c(SCC(=O)Nc3ccc(C(=O)O)cc3)nc3ccccc3c2=O)cc1	12	-9	11	-1	9	8	0	-1
Nc1nc(Nc2ccccc2F)sc1C(=O)c1ccccc1	-21	-1	72*	-13	35	59*	-5	19
O=C(NC(=S)NCc1ccccc1)C1CC1	4	5	-14	-7	3	-2	-1	-9
O/C(=C\c1nc2ccccc2nc1/C=C(\O)c1ccccc1)c1ccccc1	-412	-87	9	-5	1	3	-27	16
Cc1c(Cl)cccc1NC(=O)C1CCN(S(C)(=O)=O)CC1	5	-5	-9	-13	-6	4	0	-19
COc1cc(OC)cc(C(=O)NC(=S)NNC(=O)[C@H]2C[C@@H]2c2ccccc2)c1	10	-18	-31	9	7	-2	0	9
Cc1ccc(CN2C(=O)C(CC(C)C)Nc3ncnc(N4CCN(c5ccccn5)CC4)c32)cc1 (stereo not drawn)	-24	4	4	-6	-4	0	-2	6
O=C(NCc1ccc(Cl)cc1)C(=O)NCC1OCCCN1S(=O)(=O)c1cccs1 (stereo not drawn)	1	2	-15	-1	3	-2	0	3
O=C(c1cccc(Br)c1)N1CCN(c2ccc(N3CCOCC3)nn2)CC1	-458	8	-12	-3	12	-5	-14	0
Cc1cc(N2C(=O)C(O)=C(C(=O)c3ccco3)C2c2ccc([N+](=O)[O-])cc2)no1 (stereo not drawn)	10	4	-9	-7	-2	-3	0	-2
O=C(O)C1CC=CCC1C(=O)N1CC=C(c2ccccc2)CC1 (stereo not drawn)	-25	1	-7	-1	7	2	-4	11
CC(=O)Nc1ccc(-c2ccnc(-c3ccc(NC(C)=O)cc3)n2)cc1	-159	17	-3	-5	4	-2	-5	-9
CCn1cc(-c2csc(N)n2)c(C)n1	6	-5	-5	-7	-5	-8	-1	-16
COc1ccc(C(=O)N=C2SC3CS(=O)(=O)CC3N2Cc2ccccc2)cc1OC (stereo not drawn)	-281	8	3	-3	3	10	1	-3
CCCNC(=O)c1onc(CSc2ccncc2)c1C(=O)NCCC	8	3	-16	-8	-2	9	2	1
CS(=O)(=O)N1CCN(c2ccccc2NC(=O)c2ccc(-c3ccc(Cl)cc3Cl)o2)CC1	-55	22	-21	-6	-5	-5	1	9
Cc1[nH]n(-c2ccc([N+](=O)[O-])cc2)c(=O)c1C=NCCc1c[nH]c2ccccc12	20	-6	39	-3	17	6	2	-5
C/C(=N\Nc1ccccn1)c1ccc(OC(F)F)cc1	10	-10	-5	-4	-7	-12	2	6

Complete entries from above. Values in the order: SENP8 block-1 | UBC13 inh | SENP6 block | A3G deaminase | SENP7 inh | SENP8 block-2 | SENP1 FRET inh | Apaf-1 inh
Record of CCCNC(=O)c1onc(CSc2ccncc2)c1C(=O)NCCC : 8 | 3 | -16 | -8 | -2 | 9 | 2 | 1
Record of O=C(O)C1CC=CCC1C(=O)N1CC=C(c2ccccc2)CC1 (stereo not drawn) : -25 | 1 | -7 | -1 | 7 | 2 | -4 | 11
Record of C/C(=N\Nc1ccccn1)c1ccc(OC(F)F)cc1 : 10 | -10 | -5 | -4 | -7 | -12 | 2 | 6

(continued)
mol	SENP8 block-1	UBC13 inh	SENP6 block	A3G deaminase	SENP7 inh	SENP8 block-2	SENP1 FRET inh	Apaf-1 inh
CC1(C)CCC(=O)N2CC[C@H]3C[C@H](OC(=O)Nc4ccc(Br)cc4)C[C@@H]1[C@H]32	17	-7	-13	-5	4	-9	1	12
CCC(Sc1ncccc1Nc1ccccn1)C(=O)O (stereo not drawn)	13	5	-4	-7	4	3	-2	-14
Cc1ccc(NC(=O)c2ccc3c(c2)N(CC(=O)N2CCCCC2)C(=O)C(C)(C)O3)cc1	3	0	-16	-2	-3	0	1	8
CCN1C(=O)C2(SC(NC(C)=O)=NN2C(C)=O)c2cc(C)cc(C)c21 (stereo not drawn)	14	-5	-13	-2	1	-6	4	6
c1ccn2cc(C34CC5CC(CC(C5)C3)C4)nc2c1	-57	8	10	-5	4	-1	-1	1
COC(=O)/C=C1/SC(=NC(=O)c2cccc([N+](=O)[O-])c2)NC1=O	15	-18	13	6	0	7	0	16
C=CCNC(=S)N/N=C/c1cccc([N+](=O)[O-])c1	10	3	-11	-6	3	3	0	5
CCOC(=O)[C@@H]1[C@H]2COc3ccccc3[C@@H]2N2C(=O)N(c3cccc(Cl)c3)C(=O)[C@]12C	15	8	-26	0	-5	-1	-2	21
O=C(CSc1nc2ccccc2n1S(=O)(=O)c1ccccc1)N1CCCC1	12	-4	-7	-6	2	-1	-1	-4
O=C(COC(=O)c1ccc(S(=O)(=O)N2CCOCC2)cc1)NC1CCCCCC1	5	1	0	-2	1	2	-2	-13
CCOC(=O)N1CCN(C(=O)c2ccc3c(=O)n(Cc4ccccc4)c(=S)[nH]c3c2)CC1	9	-1	-6	0	4	3	3	5
CC(C)Nc1nc2nonc2nc1Nc1ccccc1	-7	3	1	-8	3	5	1	-10
CC(=O)Nc1ccc(SC[C@H](Cc2ccccc2)N2CCN(CCc3ccccc3)CCC2=O)cc1	8	20	-14	-9	0	5	-6	14
Cc1ccc(C)c(C(=O)COC(=O)Cn2[nH]c(=O)c3ccccc3c2=O)c1	4	0	-5	-4	5	6	-1	7
Cc1nn(C)cc1CNC(=O)COc1ccc(Cl)cc1Cl	-3	3	-6	-3	-7	-3	1	0
Nc1nc(SCC(=O)NNc2c(Cl)cc(Cl)cc2Cl)n[nH]1	10	6	-8	-14	5	2	2	-3
O=C(Nc1cn(-c2ccccc2)nc1-c1ccc(F)cc1)c1ccccc1	2	-19	-10	-3	-10	-10	0	9
COc1cccc(C2CC(c3cccc(NS(C)(=O)=O)c3)=NN2C(=O)c2ccccc2)c1OC (stereo not drawn)	-14	5	5	-4	7	2	-14	0
CCCCC(CC)C(=O)Nc1ccc(S(=O)(=O)N2CCCC2)cc1 (stereo not drawn)	5	2	1	-7	1	6	2	8
COc1ccc(N2CC(C(=O)Nc3nnc(SCCC4OCCO4)s3)CC2=O)cc1 (stereo not drawn)	2	-1	-15	-5	-1	-2	-1	11
Cc1cc(=O)[nH]c(SCc2nc3ccccc3s2)n1	8	-5	-12	-1	3	1	2	-2
COC1CCN(C(=O)C2CCC(=O)N(C3CCCCCC3)C2)CC1 (stereo not drawn)	5	5	5	0	4	3	-2	2
CC(=O)c1cccc(N=Cc2c(O)c3ccccc3oc2=O)c1	-92	6	-40	-7	-19	-32	-2	-2
CC12C=CC3(O1)C(C(=O)N(c1cccnc1)C3C(=O)NC1CCCCC1)C2C(=O)Nc1ccccc1 (stereo not drawn)	6	0	-3	2	2	5	2	2
COc1c(S(=O)(=O)N2CCCCC2)ccc2c(S(=O)(=O)N3CCCCC3)cccc12	0	-11	0	-7	-5	-5	2	15
Cc1ccc(CNC(=O)CNC(=O)c2ccc(C(C)(C)C)cc2)n1C	-40	6	11	-1	4	5	-13	11
COC(=O)/C=C/c1sc2nc(C)cc(C)c2c1N=CN(C)C	-67	-7	0	-4	-4	-8	4	1
COc1cc(NC(=O)C2CCCCC2)c(OC)cc1NC(=O)c1ccco1	-15	6	-9	-4	-1	-4	1	16
O=C(O)c1ccc(/C=N/NC(=S)NCc2ccccc2)cc1	-5	-6	-18	-17	3	-10	0	-3
CCCCCCn1cc(C(=O)O)c(=O)c2cc(F)c(N3CCCCC3)cc21	-391	32	2	17	7	-2	0	-8
CCCc1nc2c(sc3nc4c(cc32)COC(C)(C)C4)c(=O)n1CCN(CC)CC	-39	-4	2	-5	-2	10	-1	-5
CCNc1nc(NC(N)=S)nc(NC(C)(C)C)n1	19	26	4	2	1	-2	2	20
Cc1cc(O)cc2c1O[C@@](C)(CCC[C@@H](C)CCC[C@@H](C)CCCC(C)C)CC2	0	-3	-2	3	14	0	-4	4
N#Cc1ccc(COc2ccc(CCO)cc2-n2nc3ccccc3n2)cc1	-404	1	-11	0	-3	7	1	8
CCOc1cc(C(=O)Nc2ccc(S(=O)(=O)Nc3onc(C)c3C)cc2)cc(OCC)c1OCC	9	-38	-18	-10	-5	-10	2	10
CN1/C(=C\C(=O)c2ccco2)c2ccccc2CC1(C)C	8	-8	-25	-3	-10	-13	1	8
CCCCOC(=O)Nc1nnc(CC(=O)NCc2ccccc2)s1	-1	-1	5	-6	6	-1	-2	-7
CCc1ccc(OCC(=O)N(Cc2ccccc2)C2CCS(=O)(=O)C2)cc1 (stereo not drawn)	20	-6	-16	-8	-3	-8	3	15
